G9a block: inhibitors of human histone lysine methyltransferase G9a. Potency, µM (titrated, usually from 102 µM), inactives show top-dose activity, negative = inhibition, actives largely listed as inhibitors. G9a H3K9 monomethylation, AlphaScreen, 2 h. Q96KQ7. actives 8.8% (n = 350,000). AID 504332; also: potency is read from the fitted curve at half-maximal effect; % is scaled to controls: 0 for no effect and ±100 for the full control effect; nearly all actives have a fitted effect of over 75% in size
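Using a bead-based AlphaScreen, monomethylated H3K9 product from 2 h room-temperature reactions (G9a 20 nM, peptide 500 nM, SAM 20 uM) was detected with 0.5 ug/mL rabbit anti-H3K9me1 antibody.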
JMJD2A Tudor: inhibitors of human JMJD2A Tudor domain; actives 4.4% (n = 390,000); Potency, µM (titrated, usually from 114 µM), for the others: at the highest dose activity change, negative = inhibition, hits mostly inhibitors; AID 504339; AlphaScreen JMJD2A-Tudor / H3K4me3 peptide binding; also: potency is read from the fitted curve at half-maximal effect; % is scaled to controls: 0 for no effect and ±100 for the full control effect; nearly all actives have a fitted effect of over 50% in size
PI4K2A inh: blocks human PI4K2A kinase activity; purified PI4K2A, ADP-Glo luminescence, 1 h; hits give low values; Q9BTU6; activity change, negative = inhibition, % at 76.9 µM; actives 0.13% (n = 420,000); in the data active = activity change below about -50%; inconclusive = mostly about -30% to -49%;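 also: -100% = wells without enzyme as full effect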
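ADP-Glo luminescence measured ADP generated by PI4K2A enzyme (4 ug/mL before mixing) with 1.2 mM PI substrate (pre-mix) and 300 microM ATP (pre-mix). Tris pH7.5 buffer with MgCl2, Triton X-100; 1 h reaction at ambient temperature.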
Pol eta inh: blocks human DNA polymerase eta activity | Q9Y253 | recombinant Pol eta, fluorescent DNA replication assay | Potency, µM (top dose mostly 114 µM), inactives show at the highest dose activity change, negative = inhibition, actives largely listed as inhibitors | actives 1.2% (n = 390,000) | AID 588591; also: potency is read from the fitted curve at half-maximal effect; % is scaled to controls: 0 for no effect and ±100 for the full control effect
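Pol eta at 10 nM preincubated with compounds 15 min at room temperature; reaction started with fluorescent substrate (50 nM final) and read kinetically at 0 and 10 min.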
HP1b chromo inh: inhibitors of HP1-beta chromodomain binding to methylated histone tails | AlphaScreen HP1-beta / biotin-H3K9me3 peptide binding | actives 0.56% (n = 390,000) | P83916 | Potency, µM (titrated, usually from 114 µM), inactives show at the top dose activity change, negative = inhibition, most hits filed as inhibitors; also: potency is read from the fitted curve at half-maximal effect; nearly all actives have a fitted effect of over 70% in size; inactives centre near 23
Target sequence (P83916 whole entry, looked up): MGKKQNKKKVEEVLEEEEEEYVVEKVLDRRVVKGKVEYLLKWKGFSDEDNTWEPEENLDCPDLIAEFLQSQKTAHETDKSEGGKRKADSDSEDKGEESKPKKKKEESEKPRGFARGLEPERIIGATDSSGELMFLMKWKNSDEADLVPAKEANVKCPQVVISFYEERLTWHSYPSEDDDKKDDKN
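AlphaScreen: HP1-beta (50 nM) preformed 30 min with biotin-H3(1-18)K9me3 peptide (50 nM) in PBS pH 7.4, 0.01% Tween-20. Compound added for 30 min at RT, then streptavidin donor/nickel chelate acceptor beads (10 ug/mL) for 30 min.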
PGK inhibitor: T. brucei PGK inhibition; P07378; PGK/GAPDH coupled, Kinase-Glo luminescence, 60 min; Potency, µM (highest dose often 57.5 µM), for inactives: at the highest dose activity change, negative = inhibition, usual class: inhibitors; actives 0.043% (n = 380,000); also: potency is read from the fitted curve at half-maximal effect; % is scaled to controls: 0 for no effect and ±100 for the full control effect; nearly all actives have a fitted effect of over 60% in size
Target sequence (P07378 whole entry, looked up): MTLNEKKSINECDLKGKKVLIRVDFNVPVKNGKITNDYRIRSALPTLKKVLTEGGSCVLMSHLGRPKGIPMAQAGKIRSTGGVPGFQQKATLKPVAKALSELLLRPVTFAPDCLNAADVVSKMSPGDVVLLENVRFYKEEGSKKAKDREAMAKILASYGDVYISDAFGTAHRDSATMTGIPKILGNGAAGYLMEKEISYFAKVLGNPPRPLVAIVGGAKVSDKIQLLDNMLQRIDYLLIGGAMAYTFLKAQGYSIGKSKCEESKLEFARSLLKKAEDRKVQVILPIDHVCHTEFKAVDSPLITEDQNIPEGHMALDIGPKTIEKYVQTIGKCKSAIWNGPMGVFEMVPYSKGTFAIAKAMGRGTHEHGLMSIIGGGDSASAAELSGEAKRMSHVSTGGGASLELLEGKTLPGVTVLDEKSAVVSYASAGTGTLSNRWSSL
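Luminescent ATP detection (Kinase-Glo Plus) follows a 60-minute room-temperature incubation, with wells lacking PGK as controls. Buffer: 100 mM TEA (pH 7.6), 5 mM MgCl2, 0.01% Tween-20. Coupling enzyme GAPDH (100 nM final) supplies unstable 1,3-BPG in-well.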
Pin1 inh: human Pin1 inhibition | Q13526 | Pin1 FP peptide displacement, HiFluor488, 10 min | Potency, µM (series often up to 115 µM), for the others: top-dose activity, negative = inhibition, hits mostly inhibitors | actives 0.009% (n = 390,000) | AID 504891; active = well fitted inhibition curve with a large enough effect in the polarisation, with a control signal flat, not every such curve was filed as active; inconclusive = small, poorly fitted or top-dose-only effect, or effect the other way, or a change in a side signal; inactive = no such curve, though single readings can be large or run the other way; the % refers to the polarisation; also: potency is read from the fitted curve at half-maximal effect; % is scaled to controls: 0 for no effect and ±100 for the full control effect
Target sequence (Q13526 whole entry, looked up): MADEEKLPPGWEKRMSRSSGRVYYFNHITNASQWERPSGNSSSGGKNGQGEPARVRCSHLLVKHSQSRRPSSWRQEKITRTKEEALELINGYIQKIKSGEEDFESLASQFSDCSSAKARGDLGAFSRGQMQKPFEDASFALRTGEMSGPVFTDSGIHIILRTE
GLS inhibitor: blocks human kidney-isoform glutaminase activity | O94925 | GLS enzymatic activity, qHTS titration | Potency, µM (doses to about 45.5 µM), for inactives: at the top dose activity change, negative = inhibition, hits mostly inhibitors | actives 0.21% (n = 410,000) | AID 624170; also: potency is read from the fitted curve at half-maximal effect; % is scaled to controls: 0 for no effect and ±100 for the full control effect
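hKGA in 45 mM KH2PO4 (pH 8.2), 0.02% Tween-20 with compound, then 1mM L-Glutamine (stock as added) plus glutamate oxidase/HRP/Amplex red coupling mix. Fluorescence read initially and after 30 min at RT; signal change reflects glutamate formation.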
BAZ2B block: blocks human BAZ2B; AID 504333; Potency, µM (series often up to 114 µM), inactives show top-dose activity change, negative = inhibition, most hits filed as inhibitors; actives 4.4% (n = 360,000); AlphaScreen BAZ2B-H3K14Ac peptide displacement; also: potency is read from the fitted curve at half-maximal effect; % is scaled to controls: 0 for no effect and ±100 for the full control effect; nearly all actives have a fitted effect of over 60% in size
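Complex of BAZ2B and biotin-H3K14Ac (50 nM apiece) forms over 30 min at RT, then faces library compounds up to 110 uM for another 30 min; AlphaScreen beads added, 20 min dark incubation, luminescence read.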
The depositor's hits bear a star; i = inactive; ? = inconclusive; . = no result given; & = joins results of further samples; [ ] = dose if it differs, or a comment. Unless noted, calls follow the shape of the dose curve; as a rule, active = well fitted curve in the direction sought with a large enough effect; inconclusive = small, poorly fitted or top-dose-only effect, or another doubt; inactive = no such curve, though single readings can be large; an effect the other way counts as inactive or inconclusive.

SMILES | PI4K2A inh | PGK inhibitor | BAZ2B block | JMJD2A Tudor | Pol eta inh | HP1b chromo inh | G9a block | GLS inhibitor | Pin1 inh
CCOC(=O)c1cnc(SCC(=O)Nc2cc(C(F)(F)F)ccc2N2CCOCC2)nc1N | 5.7 | -9.5% | 18.6% | -16.9% | -1.3% | 21.1% | ? | 8.8% | -10.6%
CCOC(=O)Cn1cc(C#N)c2ccccc21 | -2.7 | -7.1% | -0.4% | -6.8% | -14.3% | 57.8%[activator] | 2.2% | 2.9% | 0.6%
CCOC(=O)c1c(C)n(C)c2ccc(OC(=O)c3ccc([N+](=O)[O-])cc3)cc12 | -0.3 | i | 2.5% | -7.3% | -20.7% | 24.0% | 1.7%[59 µM] | -0.1% | -7.0%
Cc1ccc(NC(=O)CN2C(=O)COc3ccc(S(=O)(=O)Nc4ccccc4)cc32)c(C)c1 | -2.8 | i | -12.2% | -10.7% | -7.7% | 33.4% | -16.7%[59 µM] | -3.4% | ?
O=C(CCl)NCCCN(C(=O)C(Cl)Cl)c1ccc([N+](=O)[O-])cc1 | -18.6 | -6.8% | -7.5% | -5.1% | -4.2% | 66.6%[activator] | . | -5.1% | 5.1%
CC(C)OC(=O)C1C(=O)CC(C)(O)C(C(=O)OC(C)C)C1c1cccc(O)c1 (centres undefined) | -4.7 | i | 11.4% | -11.9% | 1.8% | 10.4% | ? | -0.1% | 3.8%
CCCCC(=O)NC(=S)Nc1cccc(Cl)c1N1CCCCC1 | 4.5 | -6.2% | -1.4% | 14.8% | -17.7% | 29.8% | 0.5%[59 µM] | 2.9% | 2.6%
Cc1ccc(-n2c(SCC(=O)N3CCOCC3)nc(O)cc2=O)cc1 | 7.1 | -4.1% | 3.0% | -13.8% | -17.7% | 44.0%[activator] | 21.8% | -10.0% | -2.8%
CC1(C(=O)NC2CCCCC2)CCC(=O)N1Cc1cccs1 (centres undefined) | -0.3 | 0.7% | 4.0% | -7.6% | -15.1% | 37.4% | -8.4%[59 µM] | 4.1% | -4.3%
COc1ccc(-c2nn(C)c(=O)c3ccccc23)cc1NS(C)(=O)=O | -3.1 | -5.2% | -32.6% | -4.6%[11.4 µM] | -2.9% | -11.4% | -2.6% | -5.5% | -4.8%
COc1ccc(N(CC(=O)Nc2ccc(F)c(F)c2)S(=O)(=O)c2c(C)n[nH]c2C)cc1 | 4.2 | -6.2% | -8.7% | -13.1% | -17.4% | 31.0% | 2.5% | -1.9% | -5.3%
Cc1cc(NC(=O)CSc2nnnn2-c2ccccc2F)no1 | 2.6 | -9.1% | 0.3% | -7.4% | -18.5% | 2.7% | 11.1% | -8.2% | 1.1%

The last three records of the section before open the next one:
SMILES | PI4K2A inh | PGK inhibitor | BAZ2B block | JMJD2A Tudor | Pol eta inh | HP1b chromo inh | G9a block | GLS inhibitor | Pin1 inh
COc1ccc(-c2nn(C)c(=O)c3ccccc23)cc1NS(C)(=O)=O | -3.1 | -5.2% | -32.6% | -4.6%[11.4 µM] | -2.9% | -11.4% | -2.6% | -5.5% | -4.8%
COc1ccc(N(CC(=O)Nc2ccc(F)c(F)c2)S(=O)(=O)c2c(C)n[nH]c2C)cc1 | 4.2 | -6.2% | -8.7% | -13.1% | -17.4% | 31.0% | 2.5% | -1.9% | -5.3%
Cc1cc(NC(=O)CSc2nnnn2-c2ccccc2F)no1 | 2.6 | -9.1% | 0.3% | -7.4% | -18.5% | 2.7% | 11.1% | -8.2% | 1.1%
CCCCSc1nc(O)c(C2OC(=O)c3c2ccc(OC)c3OC)c(=O)n1C (centres undefined) | -10.4 | i | 8.0% | 0.3% | -2.4% | 40.7%[activator] | -2.4% | 3.3% | -13.4%
CCN(C(=O)CSc1ncc2c(n1)-c1cc(Cl)ccc1N(Cc1ccccc1)S2(=O)=O)c1cccc(C)c1 | 2.1 | -1.7% | 2.9% | -12.7% | -3.5% | 6.6% | 9.0%[59 µM] | -5.6% | -3.2%
O=C(COc1cccc(C(F)(F)F)c1)Nc1ccc2[nH]ncc2c1 | 0.0 | i | -16.9% | -13.6% | -10.9% | 72.4%[activator] | -0.7% | -2.3% | 2.1%
Cc1ccc2c(c1)c(-c1csc(N)n1)c(C)n2C | -1.4 | i | ? | ? | -13.5% | ? | 44.7µM* | ? | -2.0%
O=C(N/N=C/c1ccc2c(c1)OCO2)c1sc2cccc(Cl)c2c1Cl | 2.5 | 1.3% | 13.2% | -17.6% | -22.2% | 34.4% | -12.1%[59 µM] | 4.7% | 29.0%
CCCOc1ccc(C2C(C(=O)c3ccco3)=C(O)C(=O)N2CCCn2ccnc2)cc1OC (centres undefined) | 3.5 | -3.1% | . | . | -7.0% | . | . | 0.4% | .
C=C1[C@@H](O)[C@H](CC(C)C)N(Cc2ccccc2Br)S1(=O)=O | -1.6 | i | . | -4.9% | 50.1µM* | 87.3%[activator] | . | 23.1% | 3.4%
O=C(Cn1cc(SCc2ccc(C(F)(F)F)cc2)c2ccccc21)N1CCOCC1 | -5.1 | 4.4% | -38.6% | -11.7% | -18.4% | 51.9%[activator] | ? | -4.4% | ?
CC(C)(Oc1ccc(Cl)cc1)C(=O)NCc1ccco1 | 3.5 | -0.9% | -38.3% | -20.2% | -11.6% | 16.3% | ? | 5.1% | ?
CCCCCCCC(=O)O | 0.0 | -8.2% | . | -4.8% | -0.7% | 37.3% | 23.2%[59 µM] | 1.9%&-11.0% | -3.8%
CCCCC1=CC2=C(c3ccco3)C(=O)C(C)(OC(=O)c3ccc(OC)cc3)C(=O)C2=CN1CCCCO (centres undefined) | -9.4 | 1.8% | -32.4% | ? | 6.5% | -11.6% | -2.1%[12.7 µM] | 0.6% | -20.0%
COc1ccc(/C=N/NC(=O)c2ccc3c(c2)OCCO3)c(OC)c1 | 1.4 | -4.0% | -18.0% | -19.7% | 8.1% | 3.0% | 4.3% | -5.0% | 0.2%
CCc1cccc(NC(=O)Cn2ccn3nc(-c4ccc(OC)c(OC)c4)cc3c2=O)c1 | 3.8 | . | -6.9% | -29.1% | . | -7.3% | -2.2%[59 µM] | -7.6% | 0.2%
C/C=C(/C)C(=O)Nc1cccc(C2=NOC3(C2)C[C@@H](C(N)=O)N(C(=O)C2(C)CC2)C3)c1 (some centres undefined) | 0.7 | -2.0% | 5.0% | -9.1% | -8.2% | 25.2% | -0.4%[12.7 µM] | 0.7% | 13.5%
Cc1cc(Cl)ccc1OCCCC(=O)N1CCOCC1 | 3.8 | 0.5% | 0.8% | -2.4%[57.1 µM] | -23.4% | 51.8%[activator] | ? | -7.8% | 4.4%
COc1cccc(N(C(=O)Cn2nnc(-c3cccs3)n2)C(C(=O)NC2CCCCC2)c2ccncc2)c1 (centres undefined) | -6.7 | -13.6% | 10.4% | -22.2% | ? | 20.9% | 58.8%[activator][59 µM] | 6.0% | -6.4%
CCOC(=O)c1[nH]c2ccccc2c1NC(=O)c1ccc(S(=O)(=O)N2CCCCC2)cc1 | -3.7 | -0.3% | -3.4% | -10.3% | 0.2% | 20.2% | -49.0% | -10.3% | -4.5%
S=C(NN=C1CCCCCC1)Nc1ccc(Cl)cc1 | -4.8 | i | -2.1% | 100µM* | 4.1% | -18.0% | 28.2µM* | 9.9% | 13.5%
CN(C)/C=C/C(=O)c1cnc(-c2ccc(Cl)cc2)s1 | 2.8 | 2.1% | -22.4% | -10.5%[11.4 µM] | -19.8% | 27.6% | -7.1% | 7.6% | 2.6%
CCN(CC)c1cc(C)c2cc(NC(=O)c3cccc(F)c3)ccc2n1 | -1.3 | -7.2% | -8.7% | -33.8% | -29.6% | -2.3% | -3.0%[59 µM] | 5.8% | 0.8%
CC1=CC(=NOC(=O)c2cccc([N+](=O)[O-])c2)C=C(C)C1=O | 5.9 | -2.2% | ? | -27.0% | -19.7% | 24.1% | ? | 26.1% | -8.9%
COc1ccccc1C(=O)NCC(=O)N/N=C/c1cc(Br)ccc1OC(=O)/C=C\c1ccco1 | -0.5 | . | -9.5% | -24.8% | -7.9% | 2.7% | ? | 6.4% | 11.2%
CCOc1cc(Br)cc(C(c2c(C(=O)O)[nH]c3ccccc23)c2c(C(=O)O)[nH]c3ccccc23)c1O | -3.2 | -21.0% | -33.4% | -24.3% | 79.4µM* | 25.8% | 19.9%[0.501 µM] | 3.4% | .
Cc1cc(NC(=O)c2ccco2)ccc1-n1cnnn1 | 3.5 | i | 5.8% | ? | 0.6% | 34.9% | 32.9% | 20.3% | 2.3%
CC(=O)NS(=O)(=O)c1ccc2c(c1)Cc1cc(S(=O)(=O)NC(C)=O)ccc1-2 | -3.8 | -0.6% | 0.7% | -21.6% | -1.4% | 3.4% | -3.8%[0.501 µM] | -0.3% | 0.0%
CCOc1ccc(NC(=O)C(=O)N/N=C/c2ccccc2F)cc1 | 0.5 | -5.9% | -1.8% | -15.8%[11.4 µM] | -8.7% | 9.8% | 24.2% | 1.3% | -2.4%

Look-ups from above:
PGK inhibitor with CC1=CC(=NOC(=O)c2cccc([N+](=O)[O-])c2)C=C(C)C1=O → -2.2%
PI4K2A inh with COc1ccccc1C(=O)NCC(=O)N/N=C/c1cc(Br)ccc1OC(=O)/C=C\c1ccco1 → -0.5

Screens as filed in PubChem.

Not all compounds are listed; count on the stated rates, not on these rows.
